# POLI inh: qHTS for Inhibitors of Polymerase Iota; DNA polymerase iota (Homo sapiens), Q9UNA4; Pol iota fluorescent replication assay, 10 min; Potency, µM (doses to about 115 µM), inactives show at the highest dose activity, negative = inhibition, most hits filed as inhibitors; 390,000 compounds, 1% hits; note: potency is the fitted concentration of half-maximal effect
#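 Pol iota at 10 nM preincubated 15 min with compounds at room temperature; reaction started with fluorescent substrate, 50 nM final. Fluorescence read kinetically at 0 and 10 min; buffer-only wells as negative control.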
# Apoferritin bind: qHTS Assay for Identification of Novel General Anesthetics. Ferritin light chain (Equus caballus), P02791. apoferritin/1-aminoanthracene competitive binding, fluorescence. Potency, µM (doses to about 77.5 µM), for inactives: top-dose activity change, negative = displacement, actives largely listed as inhibitors. 350,000 compounds, 0.074% hits; note: potency is the fitted concentration of half-maximal effect; % is set by controls: 0 for no effect and ±100 for the full control effect; nearly all actives have a fitted effect of over 20% in size
#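 Probe: 1-aminoanthracene (50% saturated, PBS). Protein: horse-spleen apoferritin, 10 uM. Incubation: 10 min, room temperature. Detection: 380 nm excitation, 535 nm emission. Analysis: normalized response, four-parameter Hill.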
# Pol beta inh: qHTS Assay for Inhibitors of DNA Polymerase Beta. P06746. Pol beta primer extension/strand displacement, fluorescence kinetic. Potency, µM (series often up to 114 µM), without a hit: at the highest dose activity change, negative = inhibition, most hits filed as inhibitors. 340,000 compounds, 1.3% hits. AID 485314, 2010; note: potency is the fitted concentration of half-maximal effect; % is set by controls: 0 for no effect and ±100 for the full control effect
#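 Reaction started by 50 nM substrate onto compound-treated Pol beta (10 nM, 15 min preincubation, room temperature); plates read at 0 min and 10 min. Normalized concentration-effect data fitted by four-parameter Hill equation.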
# BLM inh: qHTS Assay for Inhibitors of Bloom's syndrome helicase (BLM) | 350,000 compounds, 0.2% hits | recombinant BLM DNA unwinding, fluorescence dequenching | AID 2528, 2010 | Potency, µM (top dose mostly 56.1 µM), for inactives: top-dose activity change, negative = inhibition, actives largely listed as inhibitors;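 note: potency is the fitted concentration of half-maximal effect; plate controls were vehicle for no effect and no enzyme for full effect; nearly all actives have a fitted effect of over 35% in size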
# Target sequence (P54132 whole entry, looked up): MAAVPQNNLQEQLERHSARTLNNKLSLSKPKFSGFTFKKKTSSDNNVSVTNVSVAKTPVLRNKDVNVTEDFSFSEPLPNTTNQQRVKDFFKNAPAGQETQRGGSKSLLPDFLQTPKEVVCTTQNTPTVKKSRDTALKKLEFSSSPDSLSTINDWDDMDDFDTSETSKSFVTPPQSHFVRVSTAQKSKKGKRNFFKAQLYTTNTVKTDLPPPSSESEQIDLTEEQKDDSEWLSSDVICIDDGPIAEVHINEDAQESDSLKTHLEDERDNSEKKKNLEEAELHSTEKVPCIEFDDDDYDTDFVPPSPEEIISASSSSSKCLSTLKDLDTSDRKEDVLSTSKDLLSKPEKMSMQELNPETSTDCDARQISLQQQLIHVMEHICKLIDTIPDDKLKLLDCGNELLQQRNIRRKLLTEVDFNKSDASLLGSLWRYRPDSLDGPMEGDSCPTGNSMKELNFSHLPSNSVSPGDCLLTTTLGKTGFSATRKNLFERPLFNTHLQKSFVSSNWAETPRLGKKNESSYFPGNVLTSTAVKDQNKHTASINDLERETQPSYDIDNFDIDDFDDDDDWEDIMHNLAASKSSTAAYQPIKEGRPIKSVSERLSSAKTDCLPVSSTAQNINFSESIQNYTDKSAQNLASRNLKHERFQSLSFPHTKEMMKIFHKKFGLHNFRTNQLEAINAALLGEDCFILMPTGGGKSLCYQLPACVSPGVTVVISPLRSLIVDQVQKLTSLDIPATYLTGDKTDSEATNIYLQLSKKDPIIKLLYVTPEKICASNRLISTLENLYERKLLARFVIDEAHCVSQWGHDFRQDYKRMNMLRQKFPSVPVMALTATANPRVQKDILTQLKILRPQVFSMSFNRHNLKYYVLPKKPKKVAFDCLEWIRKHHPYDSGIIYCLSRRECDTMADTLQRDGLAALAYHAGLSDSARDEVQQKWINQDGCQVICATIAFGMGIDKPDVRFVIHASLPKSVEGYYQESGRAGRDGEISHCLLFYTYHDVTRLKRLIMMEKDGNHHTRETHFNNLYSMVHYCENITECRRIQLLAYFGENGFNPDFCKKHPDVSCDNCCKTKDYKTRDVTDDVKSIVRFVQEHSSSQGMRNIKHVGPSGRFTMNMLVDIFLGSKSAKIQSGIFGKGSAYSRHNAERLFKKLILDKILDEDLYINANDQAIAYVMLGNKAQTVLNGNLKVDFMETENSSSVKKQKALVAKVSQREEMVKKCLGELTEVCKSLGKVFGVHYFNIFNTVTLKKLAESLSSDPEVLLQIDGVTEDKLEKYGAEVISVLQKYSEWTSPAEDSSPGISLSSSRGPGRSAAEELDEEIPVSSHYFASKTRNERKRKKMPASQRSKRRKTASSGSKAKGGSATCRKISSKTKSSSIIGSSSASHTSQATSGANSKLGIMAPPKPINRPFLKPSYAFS
# POLH inh: qHTS for Inhibitors of Polymerase Eta | Potency, µM (series often up to 114 µM), for inactives: at the highest dose activity change, negative = inhibition, actives largely listed as inhibitors | DNA polymerase eta (Homo sapiens), Q9Y253 | 390,000 compounds, 1.2% hits | recombinant Pol eta, fluorescent DNA replication assay | AID 588591, 2011; note: potency is the fitted concentration of half-maximal effect; % is set by controls: 0 for no effect and ±100 for the full control effect
#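 Pol eta (10 nM) was preincubated with compounds for 15 min at room temperature, after which fluorescent replication substrate (50 nM final) was added to start the reaction. Fluorescence was read kinetically at 0 and 10 min.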
# Tb PGK inh: qHTS Assay to Find Inhibitors of Phosphoglycerate Kinase | Phosphoglycerate kinase, glycosomal (Trypanosoma brucei brucei), P07378 | PGK/GAPDH coupled, Kinase-Glo luminescence, 60 min | Potency, µM (series often up to 57.5 µM), for the others: at the top dose activity change, negative = inhibition, hits mostly inhibitors | 380,000 compounds, 0.043% hits | AID 602233, 2012; note: potency is the fitted concentration of half-maximal effect; % is set by controls: 0 for no effect and ±100 for the full control effect; nearly all actives have a fitted effect of over 60% in size
#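 Luminescent ATP detection (Kinase-Glo Plus) follows a 60-minute room-temperature incubation, with wells lacking PGK as controls. Buffer: 100 mM TEA (pH 7.6), 5 mM MgCl2, 0.01% Tween-20. Coupling enzyme GAPDH (100 nM final) supplies unstable 1,3-BPG in-well.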
# APE1 inh: qHTS Assay for Inhibitors of the Human Apurinic/apyrimidinic Endonuclease 1 (APE1); Potency, µM (doses to about 65.8 µM), inactives show at the top dose activity change, negative = inhibition, most hits filed as inhibitors; DNA repair nuclease/redox regulator APEX1 (Homo sapiens), P27695; recombinant APE1, TAMRA/BHQ-2 abasic DNA cleavage fluorescence; 350,000 compounds, 0.35% hits;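 note: potency is the fitted concentration of half-maximal effect; plate controls were vehicle for no effect and reference inhibitor for full effect; nearly all actives have a fitted effect of over 55% in size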
#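 Quantitative HTS: incision of a TAMRA/BHQ-2 double-stranded substrate bearing a tetrahydrofuran abasic site by 0.75 nM APE1 raises fluorescence. Substrate 50 nM final, added after 15 min compound preincubation at room temperature; progress as third-minus-first kinetic read difference.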
# POLK inh: qHTS for Inhibitors of Polymerase Kappa; purified Pol kappa, fluorescent DNA synthesis assay, 10 min; Potency, µM (doses to about 107 µM), without a hit: at the highest dose activity, negative = inhibition, usual class: inhibitors; AID 588579, 2011; 400,000 compounds, 0.53% hits; note: potency is the fitted concentration of half-maximal effect; % is set by controls: 0 for no effect and ±100 for the full control effect
#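 10 nM Pol kappa preincubated 15 min at room temperature with compounds, then reaction started with substrate at 50 nM final. Fluorescence read kinetically at 0 and 10 min; buffer-only wells served as negative control.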
# RXFP1 antag: qHTS Assay for Antagonists of the Relaxin Receptor RXFP1. 350,000 compounds, 0.59% hits. HEK293-RXFP1, relaxin-stimulated cAMP HTRF, 30 min; stronger effect = lower value. activity change, negative = inhibition, % at 57.5 µM;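 active = activity change of -60% or lower, but not beyond a set lower limit; inconclusive = change between -60% and -40%, or beyond the set limit; inactive = change above -40%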; note: % is set by controls: 0 for no effect and ±100 for the full control effect
# * hit, by the source's call; i = inactive; ? = inconclusive; / = no result given; & = joins results of further samples; [ ] = another dose, or the depositor's remark. Unless noted, calls come from the whole dose curve; as a rule, active = well fitted curve in the direction sought with a large enough effect; inconclusive = small, poorly fitted or top-dose-only effect, or another doubt; inactive = no such curve, though single readings can be large; an effect the other way counts as inactive or inconclusive. Some of the compounds tested, so the mix of outcomes need not match the whole.
no.	SMILES	POLI inh	Apoferritin bind	Pol beta inh	BLM inh	POLH inh
1	CCN1CCN(Cc2ccc(NC(=O)c3ccc(C)c(NC(=O)C[C@@H]4NC(=O)[C@H](Cc5ccccc5)NC4=O)c3)cc2C(F)(F)F)CC1	-14%	5%	1%	-6%	-14%&-8%
2	Cc1cccc(NC(=O)CN(C)S(=O)(=O)c2cccs2)c1	16%	?	-3%	-3%	-10%
3	COc1cccc(CNC(=O)CCc2nnc3n(CC(C)C)c(=O)c4ccccc4n23)c1	9%	11%	41%	-2%	0%
4	CCCOc1ccc(C(=O)CCC(=O)OCC(=O)N(CC)c2c(N)n(Cc3ccccc3)c(=O)[nH]c2=O)cc1	29%	/	/	/	-3%
5	COc1cccc(OCC(O)CN2CCN(CCO)CC2)c1 (stereo not drawn)	-4%	6%	7%	3%	-8%
6	CCCC(=O)N1CC(=O)Nc2ccc(C)cc2C1c1ccc(F)cc1 (stereo not drawn)	-19%	-6%	36%	-2%	-13%
7	CCCOc1ccc(Oc2nc(-c3ccncc3)nc3ccccc23)cc1	161%[activator]	-1%	37%[activator]	-3%	-14%
8	CO/C([O-])=N/c1c[n+](-c2ccc(C)cc2)no1	4%	2%	1%	-7%	-3%
9	CN(C)CCN(Cc1cc2cc3c(cc2[nH]c1=O)OCCO3)C(=S)NCC1CCCO1 (stereo not drawn)	27%	-3%	0%	-3%	-8%
10	O=C(Nc1cccc(F)c1)Nc1c[nH]c(=O)[nH]c1=O	134%[activator]	-2%	3%	-6%	-7%
11	COc1ccc(CN2CCNC(=O)C2CC(=O)NCCSc2nccn2C)c(OC)c1 (stereo not drawn)	49%[activator]	-7%	21%	-3%	1%
12	CCOC(=O)C1CCCN(S(=O)(=O)c2ccc(N3CCCCS3(=O)=O)cc2)C1 (stereo not drawn)	-5%	-11%	6%	2%	4%

no.	Tb PGK inh	APE1 inh	POLK inh	RXFP1 antag
1	0%&-11%	1%	3%	4
2	-3%	-2%	-12%	-13
3	8%	/	10%	4
4	-1%	/	-3%	4
5	-5%	-7%	-11%	-6
6	-5%	2%	2%	/
7	-7%	16%	-6%	1
8	i	4%	-5%	13
9	-9%	-3%	-5%	-7
10	-3%	-7%	0%	-7
11	6%	15%	4%	3
12	-18%	/	-8%[60.1 µM]	3

# Further entries:
no.	SMILES	POLI inh	Apoferritin bind	Pol beta inh	BLM inh	POLH inh
13	COc1ccccc1CNC(=O)CC(c1ccc(OC)c(OC)c1)N1Cc2ccccc2C1=O (stereo not drawn)	14%	-11%	1%	3%	-9%
14	O=C(O)c1ccc(CN(Cc2ccccc2)S(=O)(=O)c2ccc(Cl)cc2)cc1	101%[activator]	3%	22%	0%	-14%
15	Cc1ccc(C(=O)NNC(=O)CCN2C(=O)C3CCCCC3C2=O)cc1 (stereo not drawn)	32%[activator]	-6%	0%	-7%	-19%
16	COc1cc2cc(CN(Cc3cccs3)C(=S)Nc3cccc(C)c3)c(=O)[nH]c2cc1OC	/	-2%	9%	-6%	/
17	Cc1ccc(-n2nc(C)c3c(C)cc(=O)n(CC(=O)Nc4cccc(C)c4C)c32)cc1	1%	5%	10%	3%	?
18	COC(=O)C1=C(C)NC(C)=C(C(=O)OC)C1c1ccc(N(C)C)cc1	-12%	-8%	2%	-4%	-11%
19	Cc1[nH]c(C)c(S(=O)(=O)Nc2cccc(Cl)c2C)c1C(=O)N1CCCCC1	22%	5%	-1%	-3%	-14%
20	CCc1cc2cc3c(cc2nc1SCC(=O)Nc1nnc(C)s1)OCCO3	16%	-1%	2%	-4%	6%
21	COc1ccc(CCNc2nc3ccccc3n3nnnc23)cc1OC	35%[activator]	-2%	44%	0%	-25%
22	CCC(c1nnnn1Cc1ccco1)N(CCc1ccccc1)Cc1cc2ccc(OC)cc2[nH]c1=O (stereo not drawn)	-16%	-9%	3%	-10%	-14%
23	COC(=O)CSc1nnc(CSc2nc(C)cc(C)n2)n1Cc1ccco1	4%	-6%	-21%	-5%	-4%
24	CC(NC(=O)c1ccccc1)c1nnc(SCC(=O)NC2CCCC2)n1C (stereo not drawn)	-18%	12%	51%	0%	3%

no.	Tb PGK inh	APE1 inh	POLK inh	RXFP1 antag
13	-3%	/	-10%	/
14	-11%	2%	-1%	-16
15	-9%	-1%	-1%	-2
16	/	-9%	/	/
17	-5%	/	-4%	-9
18	-8%	0%	5%	-6
19	-7%	34%	2%	30
20	/	9%	-3%	15
21	-1%	17%	-1%	/
22	i	-6%	-12%	-12
23	-6%	-1%	-7%	-11
24	6%	-3%	-13%	1

# Two of these compounds, reformatted:
2: Cc1cccc(NC(=O)CN(C)S(=O)(=O)c2cccs2)c1
5: COc1cccc(OCC(O)CN2CCN(CCO)CC2)c1 (stereo not drawn)

screen / no. | 2 | 5
POLI inh | 16% | -4%
Apoferritin bind | ? | 6%
Pol beta inh | -3% | 7%
BLM inh | -3% | 3%
POLH inh | -10% | -8%
Tb PGK inh | -3% | -5%
APE1 inh | -2% | -7%
POLK inh | -12% | -11%
RXFP1 antag | -13 | -6

# (list continues)
no.	SMILES	POLI inh	Apoferritin bind	Pol beta inh	BLM inh	POLH inh
25	Cc1ccc(S(=O)(=O)N(C)C(=O)NC(=O)NS(=O)(=O)c2ccccc2)cc1	18%	-2%	10%	-8%	7%
26	O=c1c2[nH]c3ccccc3c2ncn1CCC1=CCCCC1	-6%	-8%	?	-3%	-17%
27	CCCCN(CC)Cc1ccc(CNC(=S)Nc2c(C)cc(C)cc2C)o1	3%	-10%	2%	4%	-23%
28	CCc1ccccc1N1CC(c2nc3ccccc3n2CCOc2ccc(Cl)c(C)c2)CC1=O (stereo not drawn)	10%	107%[activator]	-6%	-14%	?
29	Cc1nn(C(=O)c2ccc(Br)cc2)c(C)c1Sc1ccccc1	2%	0%	-1%	-7%	-11%
30	CCCCN(CCCC)C(=O)C1(P(=O)(c2ccccc2)c2ccccc2)CCC1	71%[activator]	-7%	13%	-3%	-27%
31	O=C1Nc2ccccc2C(O)(C(=O)NCc2ccc3c(c2)OCO3)N1c1ccccc1 (stereo not drawn)	-1%	1%	-13%	-2%	11%
32	CC1(C)CC(=O)C(C=NCCCN2CCOCC2)=C(O)C1	-7%	-6%	23%	-1%	-1%
33	CN1CCN(S(=O)(=O)c2ccc(Oc3ccc(F)c(Cl)c3)nc2)CC1	23%	-6%	27%	-3%	-13%
34	CCN1CCN(C(c2cc3cc4c(cc3[nH]c2=O)OCO4)c2nnnn2C(C)(C)CC)CC1 (stereo not drawn)	-11%	6%	36%	-1%	-3%
35	c1ccc(-n2ncc3c2ncn2c(C4CCCCC4)nnc32)cc1	/	-12%	42%	0%	/
36	O=C(/C=C/c1ccccc1)N1CCN(CC(O)COc2ccccc2)CC1 (stereo not drawn)	2%	-5%	-4%	-1%	-4%

no.	Tb PGK inh	APE1 inh	POLK inh	RXFP1 antag
25	-7%	-2%	-2%	-2
26	i	-4%	-1%	12
27	-3%	0%	-6%	-23
28	2%	/	-13%	/
29	i	/	-17%	/
30	-1%	15%	3%	2
31	-16%	15%	-5%	7
32	-10%	2%	-12%	2
33	-6%	13%	0%	-1
34	-9%	-1%	2%	-10
35	/	8%	/	/
36	9%	9%	-6%	-11

# The final four records of the section before come first, to join the parts:
no.	SMILES	POLI inh	Apoferritin bind	Pol beta inh	BLM inh	POLH inh
33	CN1CCN(S(=O)(=O)c2ccc(Oc3ccc(F)c(Cl)c3)nc2)CC1	23%	-6%	27%	-3%	-13%
34	CCN1CCN(C(c2cc3cc4c(cc3[nH]c2=O)OCO4)c2nnnn2C(C)(C)CC)CC1 (stereo not drawn)	-11%	6%	36%	-1%	-3%
35	c1ccc(-n2ncc3c2ncn2c(C4CCCCC4)nnc32)cc1	/	-12%	42%	0%	/
36	O=C(/C=C/c1ccccc1)N1CCN(CC(O)COc2ccccc2)CC1 (stereo not drawn)	2%	-5%	-4%	-1%	-4%
37	Oc1c(C(c2ccc(Cl)cc2Cl)N2CCN(Cc3ccccc3)CC2)sc2nc(-c3ccco3)nn12 (stereo not drawn)	14%	?	20%	-11%	-7%
38	COc1cccc(/C=c2/s/c(=C(\C#N)C(=O)N3CCOCC3)n(-c3ccccc3)c2=O)c1	5%	-9%	20%	-1%	-17%
39	COc1cc(C(=O)NCC(=O)N/N=C(C)\C=C\c2ccccc2)cc(OC)c1OC	-7%	-24%	-1%	-7%	-18%
40	COc1cc(C(=O)NC2=NCCS2)cc(OC)c1OC	8%	-3%	9%	-1%	-2%
41	Cn1c(NC(=O)c2cccs2)cc(=O)n(C)c1=O	15%	2%	1%	0%	-17%
42	O=C(C[n+]1cc(-c2ccc(F)cc2)n2c1CCC2)c1cccs1	60%[activator]	-12%	-19%	-5%	-23%
43	CCCC(C)C(=O)OCC(=O)NCc1ccc(OC)c(OC)c1 (stereo not drawn)	59%[activator]	-12%	9%	-1%	1%

no.	Tb PGK inh	APE1 inh	POLK inh	RXFP1 antag
33	-6%	13%	0%	-1
34	-9%	-1%	2%	-10
35	/	8%	/	/
36	9%	9%	-6%	-11
37	i	/	-5%[60.1 µM]	-22
38	-7%	2%	-4%	2
39	-6%	7%	-9%	4
40	-2%	-7%	-14%	-2
41	i	4%	16%	/
42	-2%	0%	1%	-3
43	i	0%	0%	2

# Bioassay records: PubChem, National Center for Advancing Translational Sciences (NCATS)
